# Compound activity as filed in PubChem BioAssay.
# Yfh1-off respiration: enhancers of respiration in Yfh1-depleted yeast, dose response, Friedreich's ataxia, plus single-dose screen (AID 1465). S. cerevisiae Yfh1-off respiration, WST-1 reduction, 72 h; higher fold induction means a stronger effect. fold induction at 50 µM; hits with a dose series show EC50 in µM. 0.074% of 220,000 active;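 active = fold induction of absorbance versus untreated yeast above a set limit, then at least 30% activation at any dose in follow-up; inconclusive = repeats straddling the limit, or above it without dose testing; inactive = fold induction below the set limit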;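 also: activators that raise dye reduction in frataxin-depleted yeast; strong numbers were not always called active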
# RSV antiviral HEp-2: RSV antiviral activity via CPE protection, HEp-2 cells, primary 10 µM value included (AID 2391); HEp-2 cells, RSV-induced CPE inhibition; higher % means a stronger effect; 0.13% of 310,000 active; one-dose CPE inhibition, % at 10 µM; IC50 in µM for titrated hits; in the data active = a potency from the dose series; inconclusive = CPE inhibition mostly from about 23% at the one dose, without a potency; inactive = the rest, 99 in 100 with CPE inhibition below about 21%; also: strong numbers were not always called active
# Large T inhibition: SV40 large T antigen inhibitors, biochemical (AID 1903). SV40 large T antigen ATPase/helicase inhibition assay; higher % means a stronger effect. one-dose inhibition, % at 20 µM; IC50 in µM for titrated hits. 0.39% of 310,000 active; in the data active = a potency from the dose series; inconclusive = inhibition mostly from about 32% at the one dose, without a potency; inactive = the rest, 99 in 100 with inhibition below about 32%; also: strong numbers were not always called active
# UTI89 phage lysis: inhibition of K1F phage lysis, E. coli UTI89, bacterial capsule biogenesis inhibitors, alamar blue (AID 488966). E. coli UTI89 K1F phage lysis, alamar blue, 2 h; higher % means a stronger effect. inhibition, % at 100 µM; hits with a dose series show IC50 in µM. 0.02% of 340,000 active;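 active = phage lysis inhibition, versus mean bacterial control, above a set limit; inconclusive = no clear call, values can overlap the other calls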;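 also: capsule biogenesis inhibitors block K1F phage lysis so surviving cells raise fluorescence; higher fluorescence means more inhibition of phage lysis; actives were called in the ten point dose series up to 300 µM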
# ER stress rescue: rescue of cells from ER stress-induced death, primary screen, 384-well, CSM14.1, thapsigargin, ATP luminescence (AID 1222); CSM14.1 thapsigargin-induced death rescue, ATP luminescence; higher % means a stronger effect; cellular ATP content (survival), % at 20 µM, or EC50 in µM where a hit was titrated; 190,000 tested, under 10 active;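 active = EC50 below 50 µM in the dose-response confirmation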;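 also: death triggered by thapsigargin at about 15 µM added after 2 h compound pretreatment; cell ATP read after overnight thapsigargin exposure of roughly 18 to 22 hours; normalized against plate controls of thapsigargin alone and 5% DMSO vehicle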
# West Nile antiviral: West Nile virus antiviral activity, cell-based, CPE readout (AID 1621). West Nile virus-infected cells, CPE inhibition; higher % means a stronger effect. CPE inhibition, % at 10 µM; hits with a dose series show IC50 in µM. 0.02% of 290,000 active; in the data active = a potency from the dose series; inconclusive = CPE inhibition mostly from about 3.7% at the one dose, without a potency; inactive = the rest, 99 in 100 with CPE inhibition below about 2.2%; also: strong numbers were not always called active
# XIAP displacement: XIAP antagonists, biochemical, IAP family, fluorescence polarization (AID 1018); XIAP BIR domain, fluorescence polarization peptide displacement; higher % means a stronger effect; displacement, % at 20 µM, or IC50 in µM where a hit was titrated; 0.007% of 200,000 active; in the data active = displacement above about 50%; also: a part of the inactive calls stands beside numbers as strong as those of hits
# NS5 inhibitors: Dengue-2 NS5 methyltransferase inhibitors, primary screen, biochemical, confirmation dose response (AID 588689). Genome polyprotein (Dengue virus type 2 (strain 16681-PDK53)). Dengue-2 NS5 methyltransferase capping enzyme assay, biochemical; higher % means a stronger effect. inhibition, % at 25 µM; hits with a dose series show IC50 in µM. 0.3% of 340,000 active; in the data active = a potency from the dose series; inconclusive = inhibition above about 29% without an active follow-up result
# WT yeast gro inh: growth inhibition of WT strain, primary screen, mitochondrial fusion inhibitor project, WT and mutant strains, chemical genetic | 2.1% of 190,000 active | mitochondrial fusion phenotypic screen | inhibition, % at 10 µM | AID 1362, 2008; in the data active = inhibition above about 58%; tested in S. cerevisiae
# WT yeast gro inh mutant strain: second read-out of WT yeast gro inh, no call of its own (marks repeat the call); inhibition, %; mitochondrial fusion phenotypic screen, mutant strain inhibition
# NS5 inhibitors pilot replicate: further read-out of NS5 inhibitors, marked with its call; inhibition, %; measured here: pilot screen replicate inhibition
# An asterisk follows results filed as active; i = inactive; ? = inconclusive; . = not tested or not shown; [ ] = dose if it differs, or a comment.
SMILES,Yfh1-off respiration,RSV antiviral HEp-2,Large T inhibition,UTI89 phage lysis,ER stress rescue,West Nile antiviral,XIAP displacement,NS5 inhibitors,WT yeast gro inh,WT yeast gro inh mutant strain,others
CCOc1ccc(S(=O)(=O)N2CCN(C(=O)Cc3ccc(S(=O)(=O)N4CCOCC4)s3)CC2)cc1,.,6.1%,-2%,0.3%[50 µM],.,.,.,-9%,.,.,
Cc1ccc(Cl)cc1NC(=S)N1CCCCCC1,.,1.4%,12%,0.2%,.,-0.1%,.,-1%,.,.,
CCOC(=O)c1c(C)[nH]c(C(=O)N2CCN(c3ccc(OC)cc3)CC2)c1C,i,11%,8%,-0.4%,1.3%,1.5%,-5.2%,-3%,9,5,
CCCCOc1ccc(C(=O)Nc2ccc(S(=O)(=O)Nc3onc(C)c3C)cc2)cc1,.,12%,15%,-0.2%,.,-0.9%,.,15%,.,.,
CCOCCCNC(=O)C1CCN(S(=O)(=O)CC)CC1,i,2.8%,4%,-0.2%,1.0%,0.0%,0.6%,0%,-3,0,
Cc1ccc(NC(=O)CCN2C(=O)C3CCCCC3C2=O)cc1[N+](=O)[O-] (stereo unspecified),.,0.5%,11%,1.7%[50 µM],.,.,.,-9%,.,.,
Cc1ccc(NC(=O)C2CC(c3ccc(F)cc3)=NO2)cc1 (stereo unspecified),i,2.3%,14%,4.7%,-0.4%,-0.1%,-5.5%,0%,-11,1,
CC(=NCc1ccco1)c1c(O)n(C2CCCCC2)c(=O)[nH]c1=O,i,3.4%,3%,-0.3%,-3.1%,0.2%,-6.3%,-16%,19,32,NS5 inhibitors pilot replicate=-5.3
Cc1ccc(C(=O)Nc2scc(-c3ccccc3)c2C(=O)O)o1,i,1.2%,5%,0.3%,0.1%,0.4%,-3.4%,-3%,-3,-15,
N#Cc1cc2ccc(N3CCOCC3)cc2cc1C#N,i,20%,-11%,-2.6%,2.2%,-0.1%,-1.7%,13%,8,-3,
Cc1ccc2nc(NCc3ccccc3)[nH]c2c1,i,-1.6%,6%,1.1%,-3.2%,0.8%,-5.6%,-2%,17,17,
OCC[C@@H]1C[C@@H](O)[C@H](O)[C@]2(Cc3ccccc3CCO2)O1,.,-0.3%,13%,2.5%,.,1.1%,.,-7%,.,.,
CN(Cc1ccn[nH]1)C(=O)C1CCC(=O)N(Cc2cccc(C(F)(F)F)c2)C1 (stereo unspecified),.,1.2%,0%,0.2%,.,-0.1%,.,-3%,.,.,
Cc1cnc(NS(=O)(=O)c2ccc(Cl)cc2)c(Br)c1,i,.,11%,0.8%,.,-0.3%,.,9%,.,.,
COc1cccc(CNCC(=O)N2C(C)CCCC2C)c1 (stereo unspecified),i,-1.1%,12%,-1.5%,0.7%,-0.7%,0.1%,-5%,11,0,
Cc1cc(C(=O)N/N=C/c2c[nH]c3ccccc23)cs1,i,2.5%,14%,-4.4%,-4.8%,-0.8%,-4.2%,1%,-7,-8,
Cc1cc(NC(=O)C(=O)c2c(C)[nH]c3ccccc23)no1,i,0.0%,4%,0.2%,-2.5%,-0.6%,-0.4%,-8%,0,-1,
CC(=O)c1cccc(N(CC(=O)Nc2ccc(F)cc2F)S(C)(=O)=O)c1,i,0.1%,24%,6.3%,0.8%,-0.5%,-3.1%,-3%,3,-2,
OCCC1CN(Cc2cccn2-c2cccnc2)CCN1Cc1ccc(F)cc1 (stereo unspecified),i,1.3%,6%,-0.1%,0.1%,-0.6%,-3.1%,-19%,-5,1,
Cc1cc(-c2nsc(=O)o2)c(S(C)(=O)=O)s1,.,0.8%,4%,0.2%,-1.6%,.,-7.4%,-17%,-15,8,
O=C(NCc1cccnc1)C(=O)Nc1nc(-c2ccccc2)cs1,i,.,7%,-0.1%,.,0.5%,.,-3%,.,.,
CC1CCC(NC(=O)CCC(=O)N2CC(C)Oc3ccccc32)CC1 (stereo unspecified),.,0.1%,.,5.5%,.,0.0%,.,-9%,.,.,
COc1ccc(C2=NCCn3nc4cc([N+](=O)[O-])ccc4c32)cc1,.,3.4%,31%,-0.3%,.,.,.,2%,.,.,
CCc1ccc2c(c1)C(c1ccc([N+](=O)[O-])cc1)=NNC(c1ccc(Br)cc1)=N2,i,2.9%,20%,1.5%,-3.6%,-0.7%,-15%,-4%,23,-4,
CCN(CCCNC(=O)Cn1ncc2c([nH]c3ccccc32)c1=O)Cc1ccccc1,.,0.7%,11%,0.5%,.,1.0%,.,-9%,.,.,

# Reprinted from the part before: 3 compounds, then new ones.
SMILES,Yfh1-off respiration,RSV antiviral HEp-2,Large T inhibition,UTI89 phage lysis,ER stress rescue,West Nile antiviral,XIAP displacement,NS5 inhibitors,WT yeast gro inh,WT yeast gro inh mutant strain,others
COc1ccc(C2=NCCn3nc4cc([N+](=O)[O-])ccc4c32)cc1,.,3.4%,31%,-0.3%,.,.,.,2%,.,.,
CCc1ccc2c(c1)C(c1ccc([N+](=O)[O-])cc1)=NNC(c1ccc(Br)cc1)=N2,i,2.9%,20%,1.5%,-3.6%,-0.7%,-15%,-4%,23,-4,
CCN(CCCNC(=O)Cn1ncc2c([nH]c3ccccc32)c1=O)Cc1ccccc1,.,0.7%,11%,0.5%,.,1.0%,.,-9%,.,.,
O=C(CC1C(=O)NCCN1CC1CCCCC1)NCc1cccc(F)c1F (stereo unspecified),i,1.1%,3%,1.2%,0.5%,0.1%,-3.0%,6%,-2,7,
CSc1ccc(CCNS(=O)(=O)c2c(C)[nH]c(C)c2C(=O)N2CCCCC2)cc1,.,2.3%,9%,0.1%,.,0.7%,.,7%,.,.,
CC(/C=N\NC(=O)c1cc(C)oc1C)=C\c1ccccc1,i,1.0%,10%,0.1%,-2.5%,-0.5%,-5.1%,-15%,-3,0,
COC(=O)c1cccc(Nc2nc(-c3cccnc3)nc3ccccc23)c1,i,?,14%,-1.1%,.,1.2%,.,5%,.,.,
COc1ccc(CC(=O)N2CC(=O)N(CCc3ccccc3)C(=O)C2)cc1,i,-0.6%,2%,-0.2%,-2.7%,-0.1%,-6.3%,-1%,-10,-12,
CC(C)c1ccc2oc(=O)cc(CN3CCN(c4ccc(F)cc4)CC3)c2c1,i,15%,3%,0.6%,3.3%,-0.5%,-1.1%,-11%,39,23,
CCn1cc(S(=O)(=O)c2cccc(C)c2)c(=O)c2cc(F)c(N3CCN(C)CC3)cc21,.,-1.3%,20%,0.1%,.,0.0%,.,-9%,.,.,
O=C(CN1CCCCC1)Nc1ccccc1-c1ccccc1,i,0.2%,-1%,1.2%[50 µM],3.7%,-0.2%,-9.7%,-1%,-1,-13,
O=C(c1ccc(Br)cc1)N1CCCc2ccccc21,.,2.8%,11%,0.1%,.,-1.3%,.,-7%,.,.,
COc1ccc(CCCC(=O)NC2CCCCC2C)c(C)c1 (stereo unspecified),i,-0.7%,11%,2.1%,-1.3%,-0.8%,-4.2%,-1%,-10,8,
COc1cccc(C(=O)Nc2ccncc2)c1,i,-0.8%,15%,.,-1.4%,-1.4%,-4.2%,.,4,0,
Cc1ccc(NC(=O)CN(C)C(=O)Cc2ccccc2F)cc1,.,2.0%,9%,0.1%,.,-0.8%,.,2%,.,.,
O=C(N/N=C/c1ccoc1)c1cc(O)cc(O)c1,.,2.6%,25%,0.2%,.,0.1%,.,-6%,.,.,
CNC[C@H](CC1CCCCC1)NC[C@H](NCCC1CCCC1)[C@H](C)O,.,-3.5%,16%,1.5%,.,-0.8%,.,-4%,.,.,
Cc1ccc(S(=O)(=O)c2nc(-c3ccc(F)cc3)oc2SCC(=O)NCC2CCCO2)cc1 (stereo unspecified),i,1.3%,-4%,0.4%,-2.7%,3.2%,-4.3%,1%,-22,-11,
CCN1CCN(c2nc3c(C)cccn3c(=O)c2/C=C(\C#N)C(=O)NCCCOC)CC1,.,0.7%,5%,0.1%,.,-0.6%,.,-3%,.,.,
N/C(=N\OC(=O)COc1ccccc1)c1cccnc1,.,1.3%,8%,2.4%[50 µM],.,.,.,2%,.,.,
O=C(CN(C(=O)c1csnn1)c1cccc2ccccc12)NCc1ccc(F)cc1,.,2.5%,3%,-1.2%,.,-0.6%,.,-7%,.,.,
CC(=O)c1cccc(S(=O)(=O)NCCC(=O)Nc2ccc(S(N)(=O)=O)cc2)c1,.,1.2%,1%,-0.4%,.,0.2%,.,-8%,.,.,
CC(C)CSc1nnc2c3ccccc3n(C)c2n1,.,18%,4%,-2.2%,.,-1.8%,.,7%,.,.,
COC(=O)C1=C(CSc2nccn2C)NC(=O)NC1c1cc(C)ccc1C (stereo unspecified),i,1.0%,3%,-0.2%,1.9%,-0.6%,-11%,-10%,2,7,
Cc1cc(NS(=O)(=O)c2ccc(NC(=O)/C=C/c3ccco3)cc2)nc(C)n1,i,-0.4%,15%,-0.1%,.,0.1%,.,-5%,.,.,
N#Cc1nc(-c2ccco2)oc1NCCc1ccccc1,i,13%,14%,-0.7%,.,-0.1%,5.3%,-7%,6,2,
O=C(NCc1ccccn1)c1cc(-n2cnnc2)ccc1Cl,i,0.6%,-2%,0.6%,-1.8%,-0.2%,1.1%,4%,-8,-6,
O=C(Nc1ccc(C(=O)O)cc1)/C(=C\c1ccccc1)NC(=O)c1ccccc1,.,-0.1%,10%,-0.2%,.,-0.7%,.,-5%,.,.,

# (cont.)
SMILES,Yfh1-off respiration,RSV antiviral HEp-2,Large T inhibition,UTI89 phage lysis,ER stress rescue,West Nile antiviral,XIAP displacement,NS5 inhibitors,WT yeast gro inh,WT yeast gro inh mutant strain,others
CC(=O)c1sc(NC(=O)c2cc(=O)c3ccccc3o2)nc1C,i,11%,0%,-0.3%,-14%,0.4%,-8.5%,-5%,-10,10,
CCn1c(CNC(=O)COc2ccc(C(C)C)cc2)nnc1SCC(=O)Nc1ccccc1F,i,10%,9%,-0.7%,-1.8%,-0.9%,-4.0%,3%,6,-5,
Cc1ccc(S(=O)(=O)c2ncccc2[N+](=O)[O-])cc1,.,-2.4%,9%,0.0%,.,-2.3%,.,-33%,.,.,
Cc1nn(Cc2ccccc2)c2c1C(c1ccncc1)C(C#N)=C(N)O2 (stereo unspecified),i,2.1%,14%,0.0%,0.8%,-0.4%,9.1%,32%,-5,6,
CCN1CCN(C(=O)CSc2cc(=O)n(CC)c3ccccc23)CC1,i,0.8%,2%,1.9%,-0.2%,2.9%,-3.8%,0%,7,11,
O=C(CN1C(=O)c2cccnc2Oc2ccc(Cl)cc21)N1CCCCCC1,.,1.2%,5%,-0.2%,.,-0.6%,.,-15%,.,.,
CCOC(=O)N1CCN(C(=O)C(NC(=O)C2CCC(C)CC2)C(C)C)CC1 (stereo unspecified),i,1.2%,-6%,0.1%,-1.6%,1.5%,-0.6%,-2%,-8,-1,
COc1ccc(OC)c(NC(=O)c2ccc3nc(-c4ccccc4)c(-c4ccccc4)nc3c2)c1,i,1.9%,1%,.,7.6%,-0.4%,-2.0%,.,-13,30,
